Screening results from PubChem BioAssay.
Cneo AK release: causes C. neoformans cell lysis; lysis activity, % at 15 µM; adenylate kinase release luminescence, 4 h; normalised: neutral wells 0, clomiphene wells 100; 0.2% of 360,000 active;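 active = mean lysis activity across replicates of at least 80%, whatever share of replicates individually reach that level; inactive = mean lysis activity below 80%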
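Assay system: log-phase C. neoformans yeast / Quantity: yeast cell density of 5 × 10^6 cells/mL / Medium: fresh YPD growth medium / Compound: single dose / Timing: static 4 h at 37 °C with compound, 1 h detection / Measured by: adenylate kinase release luminescence / Read-out: lysis from increased AK signal / Benchmarks: Clomiphene as positive lysis control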
RAD52 inh: inhibitors of human RAD52 DNA annealing | P43351 | recombinant RAD52 DNA annealing, FRET fluorescence | inhibition, % at 18.7 µM | 0.46% of 360,000 active;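 active = every replicate showing at least 50% inhibition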
miR122 inh: miR-122 inhibition in Huh7 cells; Huh7 miR-122 Renilla luciferase sensor, 48 h; neutral wells = 0, positive control = 100; activation (reporter increase), % at 12.5 µM; AID 602342; 0.3% of 340,000 active;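 active = mean replicate activation score at least 90 and every replicate individually at or above 90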;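 also: higher luciferase means less miR-122 activity so hits act as miR-122 inhibitors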
PglD DTNB: blocks C. jejuni PglD acetyltransferase activity; purified PglD enzyme, DTNB colorimetric CoA detection; inhibition, % at 12.5 µM; 0.098% of 360,000 active; in the data active = inhibition above about 16%, passing the limit was not always enough; also: strong numbers were not always called active
PGC1a acetyl inh: modulators of PGC1a acetylation; inhibition, % at 15.6 µM; 0.17% of 350,000 active; AID 651687; U2OS PGC1a acetylation, AlphaScreen anti-acetyl-lysine; with virally co-expressed GCN5 acetyltransferase;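 active = every replicate shows inhibition of at least 40%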;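 also: 0% = neutral control wells and 100% = positive control wells; some results beyond the cut were filed as inactive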
RAD54 branch: blocks human RAD54 Holliday junction branch migration; Q92698; FAM/BHQ fluorescence; inhibition, % at 10.4 µM; 0.14% of 360,000 active; AID 602329;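 active = mean normalized replicate activity at least 40 and at least half of replicates scoring 40 or more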;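 also: 0% = median of neutral control wells and 100% = median of positive control wells; inhibitors cause a drop in the FAM fluorescence signal; in these data hits start at about 50%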
Target sequence (Q92698 whole entry, looked up): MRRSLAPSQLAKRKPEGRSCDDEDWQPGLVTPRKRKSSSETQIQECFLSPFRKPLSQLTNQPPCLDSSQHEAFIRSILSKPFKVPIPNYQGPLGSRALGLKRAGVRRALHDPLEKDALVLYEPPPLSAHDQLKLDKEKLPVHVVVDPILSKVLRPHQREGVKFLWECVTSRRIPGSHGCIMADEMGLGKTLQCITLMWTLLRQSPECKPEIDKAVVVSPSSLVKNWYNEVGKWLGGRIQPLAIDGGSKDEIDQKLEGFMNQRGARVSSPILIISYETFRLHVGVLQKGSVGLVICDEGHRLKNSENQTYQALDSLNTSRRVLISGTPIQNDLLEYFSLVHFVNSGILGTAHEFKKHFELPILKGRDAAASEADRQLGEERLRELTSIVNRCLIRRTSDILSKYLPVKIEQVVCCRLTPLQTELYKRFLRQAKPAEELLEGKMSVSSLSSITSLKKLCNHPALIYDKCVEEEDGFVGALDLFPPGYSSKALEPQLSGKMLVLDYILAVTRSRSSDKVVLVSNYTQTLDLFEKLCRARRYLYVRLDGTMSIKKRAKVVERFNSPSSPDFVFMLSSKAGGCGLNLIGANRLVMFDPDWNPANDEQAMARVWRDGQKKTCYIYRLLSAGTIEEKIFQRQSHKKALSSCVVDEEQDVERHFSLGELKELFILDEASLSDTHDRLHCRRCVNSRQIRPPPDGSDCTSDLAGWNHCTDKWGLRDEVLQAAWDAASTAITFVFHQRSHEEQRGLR
ERAP1 HTS inh: blocks human ERAP1 aminopeptidase activity; Q9NZ08; recombinant ERAP1, Leu-AMC fluorescence, 60 min; inhibition, % at 10.7 µM; 0.15% of 340,000 active; AID 652197;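 active = mean replicate inhibition of at least 30%, or all replicates individually reaching that 30% level; inactive = mean below 30% and not every replicate reaching it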;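 also: 0% = neutral control wells and 100% = L-leucinethiol positive control wells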
E-selectin induc: E-selectin induction on HUVECs. P16581. HUVEC E-selectin immunofluorescence imaging; normalized: neutral wells 0, TNF-alpha wells 100. activation, % at 7.58 µM. 0.37% of 260,000 active. AID 686992;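 active = mean E-selectin-positive cell signal at least 10% of the positive control, reached in at least 60% of replicates, without over 20% cell loss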;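 also: in these data hits start at about 27%; measured in HUVEC primary endothelial cells; signal is the percent of cells scored E-selectin positive by PE staining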
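Assay system: HUVEC primary endothelial cells. Input: 3,000 HUVEC seeded per well. Doses: one compound dose added by pin transfer. Read-out basis: % PE-positive cells. Benchmarks: TNF-alpha high, DMSO low. Detection: immunofluorescence imaging. Buffer or medium: EGM-2, gelatin.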
The depositor's hits bear a star; / = not tested or not shown; & = joins results of further samples; [ ] = dose if it differs, or a comment.

no.	mol	Cneo AK release	RAD52 inh	miR122 inh	PglD DTNB	PGC1a acetyl inh	RAD54 branch	ERAP1 HTS inh	E-selectin induc
1	CCN(CC)S(=O)(=O)c1ccc(N2CCOCC2)c(NC(=O)CNCCc2ccccc2)c1	/	-17	/	/	4	/	-3	1.1
2	CN1C(=O)c2cc(NC(=O)Nc3cccc(Cl)c3)ccc2OC[C@H]2O[C@H](CC(=O)O)CC[C@@H]21	58	0	0[16.7 µM]	5	7	0	-4	0.1
3	CC(=O)N1c2ccccc2C2(C)C(C1(C)C)C2(Cl)Cl (stereo not given)	4	-19	-2	3	4	13	-1	0.0
4	CCOC(=O)N1CCN(CC(=O)Nc2ccc(C)cc2)CC1	-1	-9	/	-6	-2	2	-3	/
5	CC(C)CC(=O)NS(=O)(=O)c1ccc(NS(C)(=O)=O)cc1	/	-11	-1	/	-3	/	-1	/
6	CCOc1ccc(N2CC(C(=O)NCc3ccccn3)CC2=O)cc1 (stereo not given)	3	-9	2	4	-9	8	-2	/
7	C[C@H]1CN([C@@H](C)CO)C(=O)Cc2cc(NC(=O)CCCCCC(=O)Nc3ccccc3N)ccc2O[C@H]1CN(C)Cc1ccc(C(F)(F)F)cc1	2	-16	-8[16.7 µM]	1	1	1	1	0.1
8	Cc1noc(C)c1S(=O)(=O)Nc1ccc2c(c1)C(=O)N([C@@H](C)CO)C[C@H](C)[C@@H](CN(C)Cc1ccncc1)OCCCC[C@H](C)O2	1	-3	13[16.7 µM]	2	-8	-2	-3	-0.1
9	Cc1cccc(NC(=O)N2CCCC(CNC(=O)c3ccccc3Cl)C2)c1C (stereo not given)	0	-14	5	3	11	3	4	-0.1
10	COCC#Cc1ccc2c(c1)O[C@H](CN(C)C(=O)c1ccccc1)[C@@H](C)CN([C@H](C)CO)S2(=O)=O	-2	-9&5	8[16.7 µM]	4	5	-1	3	-5.4
11	COc1ccc([C@@H]2CC=C(C(=O)O)[C@H](c3ccc(Cl)cc3)N2S(=O)(=O)c2ccc(C)cc2)cc1OC	11	6	11	2	2	15	4	0.2
12	Cc1ccsc1/C=C/c1ccc2ccccc2n1	-6	/	2	-9	0	-10	/	/
13	C[C@@H]1CCCCO[C@@H](CN(C)S(=O)(=O)c2ccccc2)[C@H](C)CN([C@@H](C)CO)C(=O)c2cc(NC(=O)c3ccncc3)ccc2O1	-4	-4	9[16.7 µM]	-1	-2	-4	-1	/
14	C[C@@H]1CN([C@@H](C)CO)C(=O)Cc2cc(NS(=O)(=O)c3ccc(Cl)cc3)ccc2O[C@@H]1CN(C)C(=O)Nc1ccc(F)cc1	2	3	4[16.7 µM]	-2	9	-6	-2	-6.2
15	Cc1cc(C(=O)COC(=O)c2ccc(NC(=O)CC#N)cc2)c(C)n1C1CC1	/	-54	-1	0	0	3	-6	/
16	Cc1ccc(N)cc1O	1	2	-1	-1	-19	-12	9	/
17	Cc1nnc(C)n1/N=C/c1cccc([N+](=O)[O-])c1	/	-3	1	/	2	/	-2	-0.5
18	CC(NC(=O)c1ccc(OC2CCN(C(=O)c3cccnc3)CC2)cc1)C1CC1 (stereo not given)	1	-18	-3	-2	-14	7	0	-2.4
19	Cc1ccc(C(=O)NCC(c2ccc(F)cc2)N2CCOCC2)s1 (stereo not given)	-1	-21	5	8	-14	1	1	-0.1
20	C[C@@H]1CN([C@H](C)CO)C(=O)c2c(c3ccccc3n2C)-c2ccccc2CO[C@@H]1CN(C)C(=O)[C@@H]1CCCN1C	-1	-12	/	3	8	7	5	-2.4
21	CCCC(=O)Nc1ccc2c(c1)C(=O)N(C)[C@H]1CC[C@H](CC(=O)NCc3ccccc3)O[C@H]1CO2	-2	8	17[16.7 µM]	-1	2	-19	-3	0.0
22	Cc1ccc(-c2csc(N(Cc3ccco3)C(=O)c3cccs3)n2)cc1	-1	/	2	0	-1	1	/	/
23	O=C(NC1CC1)C1CCN(C2CCN(C(=O)c3ccc4cccc(F)c4n3)CC2)CC1	/	-20	1	/	2	/	-3	-0.2
24	CC(C)(C)OC(=O)N(CCc1ccccc1)Cc1ccccc1OCc1cccc(NC(=O)C2CCC2)c1	1	-7	13	7	-7	2	8	-0.9
25	CCOC(=O)C1=C(C)NC2=C(C(=O)CC(C)(C)C2)C1c1coc2ccccc2c1=O (stereo not given)	-1	/	-6	2	-5	-10	/	/
26	COc1ccc(C(=O)NCCCNC(=O)c2ccccn2)cc1	-1	-7	-1	0	1	3	-1	0.4
27	C=CCN(CC(=O)NC1CCS(=O)(=O)C1)S(=O)(=O)c1ccccc1C(F)(F)F (stereo not given)	0	6	2	4	-1	-7	-1	/
28	O=C1CCC(C(=O)Nc2ccccc2)N1 (stereo not given)	0	/	1	0	11	-28	/	/
29	Cc1c(Cl)cccc1NC(=S)NN1CCOCC1	-1	/	2	0	4	-7	/	/
30	COc1ccc(NC2CCCN(C(=O)c3ccncc3)C2)cc1 (stereo not given)	5	-9	-4	0	-4	4	1	/

Another view of some results above:
24) CC(C)(C)OC(=O)N(CCc1ccccc1)Cc1ccccc1OCc1cccc(NC(=O)C2CCC2)c1
25) CCOC(=O)C1=C(C)NC2=C(C(=O)CC(C)(C)C2)C1c1coc2ccccc2c1=O (stereo not given)
26) COc1ccc(C(=O)NCCCNC(=O)c2ccccn2)cc1
assay / entry | 24 | 25 | 26
Cneo AK release | 1 | -1 | -1
RAD52 inh | -7 | / | -7
miR122 inh | 13 | -6 | -1
PglD DTNB | 7 | 2 | 0
PGC1a acetyl inh | -7 | -5 | 1
RAD54 branch | 2 | -10 | 3
ERAP1 HTS inh | 8 | / | -1
E-selectin induc | -0.9 | / | 0.4

(continued)
no.	mol	Cneo AK release	RAD52 inh	miR122 inh	PglD DTNB	PGC1a acetyl inh	RAD54 branch	ERAP1 HTS inh	E-selectin induc
31	Cc1ccc([C@@H]2C[C@H]3[C@@H](CN2S(=O)(=O)c2ccc(Cl)cc2)C(=O)C[C@@H](c2ccc(Cl)cc2)N3S(=O)(=O)c2ccccc2C)cc1	-2	-5	-7	-4	0	1	/	-7.8
32	O=C(O)c1nn(-c2ccccc2)ccc1=O	-2	-4	-16	-2	7	-4	4	/
33	O=C(c1cccs1)N1C[C@@H](O)[C@H](n2cc(C3CC3)nn2)C[C@@H]1c1ccc(Cl)cc1	/	-2	6	/	-20	/	-4	-1.6
34	COc1cccc(CNc2nc(NCc3ccccc3)nc3ccsc23)c1	-1	-6	-3	4	/	7	-2	-0.2
35	COCC(=O)Nc1ccc2c(c1)C(=O)N(C)C[C@@H](OC)[C@@H](C)CN(CCC(F)(F)F)[C@@H](C)CO2	0	-13	5[16.7 µM]	-2	4	-4	-1	0.2
36	CCN1C(=O)CSC1=Nc1cccc(C(=O)O)c1	0	-14	-7	3	-1	-2	/	0.1
37	COc1ccccc1N1CCN(S(=O)(=O)c2ccc([N+](=O)[O-])cc2)CC1	-4	-5	-4	-3	-23	-12	-1	-0.2
38	O=C(CSc1nc2ccccc2o1)N1CCN(C(=O)c2ccco2)CC1	0	/	3	1	-17	2	/	/
39	Cn1c(C(=O)NCC2CCCO2)cc2oc3ccccc3c21 (stereo not given)	-4	/	-4	0	-13	1	/	/
40	O=C(CCNC(=O)N1CC(=O)Nc2ccccc21)NCc1cccc(C(F)(F)F)c1	-2	-22	8	-2	/	-2	4	0.0
41	CN(C(=O)c1cccc(NC(=O)Cc2cccc(NC(=O)C3CCCN(C(=O)C4CCCCC4)C3)c2)c1)C1CC1 (stereo not given)	2	-8	-3	-1	5	-5	0	/
42	C=CCn1c(-c2ccc(Cl)cc2)cnc1SC(C)C(N)=O (stereo not given)	/	-9	/	/	0	/	3	1.1
43	CCOc1ccc2nc(N(CCN(C)C)C(=O)c3ccc4c(c3)CCCC4)sc2c1	-4	/	-1	3	4	-7	/	/
44	CC(C)OC(=O)NCCOC(=O)Nc1ccccc1Cl	/	11	/	/	2	/	-1	0.1
45	O=C(NC1Cc2ccccc2C1)[C@H]1[C@H](CO)[C@H]2Cn3c(cccc3=O)[C@H]2N1C(=O)c1cnccn1	-3	-6	/	0	/	-2	1	-0.2

Results in sequence from the entries so far:
Entries 10 to 16 in PglD DTNB, in turn: 4, 2, -9, -1, -2, 0, -1
Entries 10 to 16 in RAD54 branch, in turn: -1, 15, -10, -4, -6, 3, -12

Other entries follow.
no.	mol	Cneo AK release	RAD52 inh	miR122 inh	PglD DTNB	PGC1a acetyl inh	RAD54 branch	ERAP1 HTS inh	E-selectin induc
46	CC(C)NC(=O)Nc1cccc2c1O[C@@H](CN(C)Cc1ccc(-c3ccccc3)cc1)[C@@H](C)CN([C@H](C)CO)C2=O	-2	-3	-4[16.7 µM]	0	-2	15	3	-0.1
47	CCCN1C(=O)CSC1=Nc1ccccc1	/	-35	-3	/	-4	/	0	/
48	O=C(Nc1ccc(-c2nnc(-c3ccccc3)o2)cc1)C(F)(F)F	0	/	-3	-2	-1	5	/	/
49	CCCC(=O)Nc1ccc2c(c1)C(=O)N(C)[C@@H]1CC[C@H](CC(=O)NCCc3ccncc3)O[C@H]1CO2	-1	-5	-1[16.7 µM]	0	1	6	3	0.2
50	CN(C)C(=O)[C@H]1[C@H](CO)[C@H]2Cn3c(ccc(C4=CCCC4)c3=O)[C@@H]1N2C(=O)Nc1ccccc1	0	20	/	-5	/	23	-2	-0.2
51	CC(=O)N1CCN(c2ccccc2NC(=O)COc2ccccc2C)CC1	1	-22	-9	3	4	-2	-6	/
52	O=C(NCCCNC(=O)c1cc(Cl)ccc1Cl)c1ccco1	-5	-12	/	2	/	12	-4	-0.1
53	CCOC(=O)c1sc(NC(=O)CC2OC(=O)c3ccccc32)nc1C (stereo not given)	5	-11	2	-2	/	2	-5	-0.1
54	COc1cc(-c2noc(C)c2C#Cc2ccccn2)cc(OC)c1OC	-3	-32	/	1	/	8	2	0.3
55	COCCn1c(SCC(=O)NNC(=O)c2ccccc2)nc2ccccc21	/	-8	-3	/	6	/	2	/
56	O=C(NCc1ccc(F)cc1Cl)C1CCN(S(=O)(=O)N2CCC3(CC2)OCCO3)CC1	-2	/	/	-3	-1	-4	/	/
57	O=C(NNS(=O)(=O)c1ccc([N+](=O)[O-])cc1)c1ccc([N+](=O)[O-])cc1	13	1	/	-2	/	0	-1	-0.1
58	CC(C)(c1ccccc1)c1ccc(OCCN)cc1	0	11	-1	0	4	4	3	4.8

Record cards (already shown):
CN(C)C(=O)[C@H]1[C@H](CO)[C@H]2Cn3c(ccc(C4=CCCC4)c3=O)[C@@H]1N2C(=O)Nc1ccccc1 across the screens: Cneo AK release = 0; RAD52 inh = 20; miR122 inh = /; PglD DTNB = -5; PGC1a acetyl inh = /; RAD54 branch = 23; ERAP1 HTS inh = -2; E-selectin induc = -0.2
COc1cc(-c2noc(C)c2C#Cc2ccccn2)cc(OC)c1OC across the screens: Cneo AK release = -3; RAD52 inh = -32; miR122 inh = /; PglD DTNB = 1; PGC1a acetyl inh = /; RAD54 branch = 8; ERAP1 HTS inh = 2; E-selectin induc = 0.3
CC(=O)N1CCN(c2ccccc2NC(=O)COc2ccccc2C)CC1 across the screens: Cneo AK release = 1; RAD52 inh = -22; miR122 inh = -9; PglD DTNB = 3; PGC1a acetyl inh = 4; RAD54 branch = -2; ERAP1 HTS inh = -6; E-selectin induc = /
